hgDAF12 agonist = hgDAF-12 agonism, primary luciferase screen. HEK293 GAL4-hgDAF12 UAS-luciferase reporter, agonist luminescence; normalized to butyrate control. activation, % at 6.8 µM. 370,000 compounds, 1.8% hits. AID 687014;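 active = activation above a cutoff set at the mean of all screened compounds plus 3 SD, cut at about 10% in these data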;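 note: 0% = DMSO wells and 100% = sodium butyrate wells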
FXN GAA850 act = increases GAA850 frataxin promoter reporter activity; HEK293 lucGAA850 FXN promoter luciferase reporter, 24 h; percent of 10 µM SAHA response; activation, % at 6 µM; 360,000 compounds, 0.56% hits;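 active = activation above the average of all compounds screened plus 3 SD, cutoff fixed separately per campaign, cut at about 7.5% in these data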;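 note: 0% = DMSO wells and 100% = 10 µM SAHA wells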
hcDAF-12 act = H. contortus DAF-12 activation, primary screen. HEK293 hcDAF-12 lit1-tk-luc reporter, luminescence; 0% DMSO, 100% Δ7-dafachronic acid. activation, % at 6.8 µM. 370,000 compounds, 1.4% hits. AID 652067;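 active = activation above the mean of all tested compounds plus 3 SD, cut at about 5.5% in these data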;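 note: 100% = response to 3 µM Δ7-dafachronic acid high control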
DAX1 inh-1 = inhibits human nuclear receptor DAX1; P51843; HEK293 Gal4-DAX1 luciferase reporter, luminescence; inhibition, % at 6.75 µM; 340,000 compounds, 0.99% hits; AID 504766;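 active = inhibition above the mean over all tested compounds plus 3 SD, cut at about 4.2% in these data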;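 note: 0% = DAX1-transfected cells with DMSO and 100% = empty-vector control cells with DMSO; inhibition shows as a rise in luminescence from relieved DAX1 repression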
sPLA2-III inh = Inhibits HGIII-sPLA2 liposome hydrolysis, primary screen. inhibition, % at 12.2 µM. 370,000 compounds, 0.56% hits. QFRET BODIPY PC-A2 liposome hydrolysis, fluorescence. AID 743126;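 active = inhibition above mean plus 3 SD of compounds lying within the high and low control bounds, cut at about 19% in these data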;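 note: 0% = median of test compound wells and 100% = no enzyme DMSO wells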
NPR2 activator = GC-B (human) receptor activation; P20594; HEK293-GC-B cells, CNP EC30, cGMP TR-FRET; 0% at EC30 CNP, 100% saturating CNP; activation, % at 10 µM; 370,000 compounds, 0.11% hits;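 active = activation at 10 µM reaching about 35% in either raw or pattern-adjusted values, limit read from the data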
Target sequence (P20594 whole entry, looked up): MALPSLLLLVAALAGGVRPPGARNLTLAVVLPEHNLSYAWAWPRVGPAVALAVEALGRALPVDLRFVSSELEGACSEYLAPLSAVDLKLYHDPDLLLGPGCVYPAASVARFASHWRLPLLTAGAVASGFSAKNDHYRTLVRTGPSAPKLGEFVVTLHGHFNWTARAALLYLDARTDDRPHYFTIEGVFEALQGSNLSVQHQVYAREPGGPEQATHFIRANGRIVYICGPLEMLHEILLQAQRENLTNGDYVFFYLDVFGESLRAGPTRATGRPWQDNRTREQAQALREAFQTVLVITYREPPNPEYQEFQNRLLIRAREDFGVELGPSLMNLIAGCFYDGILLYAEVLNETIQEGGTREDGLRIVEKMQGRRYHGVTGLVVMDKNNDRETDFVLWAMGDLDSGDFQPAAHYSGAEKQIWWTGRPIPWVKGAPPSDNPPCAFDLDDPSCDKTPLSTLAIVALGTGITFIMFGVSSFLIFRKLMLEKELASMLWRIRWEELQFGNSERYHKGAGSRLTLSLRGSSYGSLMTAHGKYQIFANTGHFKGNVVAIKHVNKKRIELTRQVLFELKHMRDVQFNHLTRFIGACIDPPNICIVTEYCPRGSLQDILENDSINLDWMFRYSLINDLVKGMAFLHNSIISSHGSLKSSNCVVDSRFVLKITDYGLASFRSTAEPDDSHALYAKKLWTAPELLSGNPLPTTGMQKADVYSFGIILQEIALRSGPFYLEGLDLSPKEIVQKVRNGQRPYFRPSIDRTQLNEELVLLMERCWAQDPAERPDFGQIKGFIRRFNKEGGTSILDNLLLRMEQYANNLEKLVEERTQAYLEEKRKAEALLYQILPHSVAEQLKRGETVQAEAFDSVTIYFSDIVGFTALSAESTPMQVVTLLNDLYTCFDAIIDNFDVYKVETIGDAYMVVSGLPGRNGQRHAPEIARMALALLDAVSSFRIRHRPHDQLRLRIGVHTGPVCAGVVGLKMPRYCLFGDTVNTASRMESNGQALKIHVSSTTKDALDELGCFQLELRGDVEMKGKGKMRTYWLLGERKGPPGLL
DAX1 inh-2 = inhibitors of DAX1 repression of SF-1 activated StAR promoter; HEK293T StAR-luciferase reporter, SF-1/DAX-1 repression relief; inhibition, % at 6.8 µM; 370,000 compounds, 1.1% hits; AID 652010;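 active = inhibition above the mean over all tested compounds plus 3 SD, cut at about 3.6% in these data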;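 note: 0% = DAX-1 cells with DMSO and 100% = cells lacking DAX-1 with DMSO; higher inhibition means more luminescence from relief of DAX-1 repression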
ssDAF-12 act = activators of S. stercoralis DAF-12 nuclear receptor; HEK293 ssDAF-12/GRIP1 lit1-tk-luc reporter, luminescence; % of 3 µM dafachronic acid response; 370,000 compounds, 1% hits; activation, % at 6.8 µM;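 active = activation above the mean over all tested compounds plus 3 SD, cut at about 0.9% in these data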;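 note: 0% = DMSO-only wells and 100% = 3 µM delta7-dafachronic acid wells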
KLK7 zymogen act = proKLK7 (human) activation, primary screen | P49862 | purified proKLK7, EDANS-DABCYL substrate fluorescence; 100% is mature enzyme control, 0% vehicle | activation, % at 7 µM | 370,000 compounds, 0.9% hits | AID 652039;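 active = activation above the mean of all tested compounds plus 3 SD, computed per campaign excluding outliers beyond control limits, cut at about 13% in these data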
SMARCA2 act = SMARCA2 function activation, primary screen. 370,000 compounds, 1% hits. activation, % at 9.1 µM. MG213 cells, MMTV-luciferase reporter, dexamethasone, overnight; in the data active = activation above about 7.8%;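 note: 0% = vehicle wells and 100% = reference activator wells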
NPR1 activator = GC-A (human) enzyme activation; activation, % at 10 µM; P16066; AID 1671463; HEK293 GC-A cells, cGMP TR-FRET, EC30 ANP; 0% at EC30 ANP, 100% saturating ANP; 370,000 compounds, 0.14% hits; in the data active = activation above about 40%
Starred values were filed as active, the others as inactive; nt = not tested or not shown. Rows are unselected; 6.7% or so of the library scored in one or more.

molecule	SMARCA2 act	ssDAF-12 act	sPLA2-III inh	NPR1 activator	KLK7 zymogen act	NPR2 activator	hcDAF-12 act	hgDAF12 agonist	DAX1 inh-1	DAX1 inh-2	FXN GAA850 act
CCN(CC(=O)NCc1cccnc1)S(=O)(=O)c1ccc(OC)cc1	1	-0.7	4	2	-0.5	2	-2.6	0.0	-0.3	-0.3	-0.7
CCc1ccc(N2CC(C(=O)OCC(=O)c3c(N)n(CC(C)C)c(=O)n(C)c3=O)CC2=O)cc1 (stereo not given)	-6	-1.4	9	1	-0.8	-1	0.2	-0.8	1.3	1.5	-0.6
CCOC(=O)C(=CNc1ccc2c(c1)nnn2-c1ccc(Cl)cc1)C(=O)OCC	-1	-1.2	8	6	-1.5	5	2.2	-1.4	1.1	-0.4	-1.8
COC(=S)N/C(=N\S(=O)(=O)c1ccc(Cl)cc1)c1ccccc1	2	-1.1	-3	-1	0.8	2	1.6	0.4	1.0	-0.8	0.7
COc1ccc(NC(=O)C/C(C)=N/NC(=O)C2CCCCC2)c([N+](=O)[O-])c1	0	-1.5	0	3	-0.3	-3	-0.1	1.3	-0.1	-0.3	-1.3
Cc1ccc(S(=O)(=O)c2nc(-c3ccco3)oc2SC(C)C)cc1	1	-0.8	-9	-4	0.9	2	-2.7	-0.7	-1.7	-0.2	1.8
CCOC(=O)c1cc2nc(-c3ccccc3)cc(C)n2n1	2	-1.2	-1	-9	7.7	-6	0.7	-0.8	0.0	-0.1	-1.9
COc1ccccc1-c1noc(CCCC(=O)N2CCOCC2)n1	-3	-0.9	0	1	-0.4	-2	0.3	1.6	nt	0.4	-1.9
Cc1ccc2nc(N3CCN(Cc4nnnn4C4CCCC4)CC3)c(C#N)cc2c1	-5	0.1	6	5	-0.7	-4	-1.2	4.7	5.7*	0.8	-0.4
CCCc1cnc(N2CCN(S(=O)(=O)c3cccs3)CC2)nc1	-1	-1.6	-3	-1	-0.1	2	0.4	0.1	nt	-0.1	-1.1
CCOC(=O)c1cnc2nc(N3CCOCC3)nn2c1N	2	-1.0	0	-5	0.5	0	1.2	4.7	2.2	-0.2	2.9
CSCCC(NS(=O)(=O)c1cccc(C(F)(F)F)c1)C(=O)N1CCN(C(=O)c2ccco2)CC1 (stereo not given)	-3	-1.1	0	0	-0.2	2	-0.8	-0.2	0.3	0.7	1.6
CCCCN(C=O)c1c(CC)nc2c(OCc3cccc(Cl)c3)cccn12	-3	-1.7	4	0	0.4	6	0.0	-4.4	nt	-1.8	-0.1
CC1CC2(CCCCC2)Nc2c1ccc1ccccc21 (stereo not given)	0	-1.0	2	-2	-4.5	-8	-1.3	-2.9	-0.9	-0.3	0.6
COC(=O)C1=C(C)N(Cc2ccccc2C(F)(F)F)C(=NCc2ccc(OC)cc2)NC1c1ccc(C(F)(F)F)cc1 (stereo not given)	-5	-0.1	0	-15	-0.6	-9	-0.9	4.0	nt	-1.4	nt
CC1(C(=O)NCCc2ccccc2)Cc2c(-c3ccc(C(N)=O)cc3)ccnc2O1 (stereo not given)	-8	-0.2	-2	-5	-1.1	-4	-0.2	-0.3	nt	1.4	-0.9

Part of the list above in order of count of non-hydrogen atoms, low to high:
molecule	SMARCA2 act	ssDAF-12 act	sPLA2-III inh	NPR1 activator	KLK7 zymogen act	NPR2 activator	hcDAF-12 act	hgDAF12 agonist	DAX1 inh-1	DAX1 inh-2	FXN GAA850 act
CCCc1cnc(N2CCN(S(=O)(=O)c3cccs3)CC2)nc1	-1	-1.6	-3	-1	-0.1	2	0.4	0.1	nt	-0.1	-1.1
CC1(C(=O)NCCc2ccccc2)Cc2c(-c3ccc(C(N)=O)cc3)ccnc2O1 (stereo not given)	-8	-0.2	-2	-5	-1.1	-4	-0.2	-0.3	nt	1.4	-0.9
CSCCC(NS(=O)(=O)c1cccc(C(F)(F)F)c1)C(=O)N1CCN(C(=O)c2ccco2)CC1 (stereo not given)	-3	-1.1	0	0	-0.2	2	-0.8	-0.2	0.3	0.7	1.6

(continued)
molecule	SMARCA2 act	ssDAF-12 act	sPLA2-III inh	NPR1 activator	KLK7 zymogen act	NPR2 activator	hcDAF-12 act	hgDAF12 agonist	DAX1 inh-1	DAX1 inh-2	FXN GAA850 act
Nc1nonc1C(=Nc1ccc(Br)cc1)NO	0	-0.3	-31	7	-0.7	-4	3.5	2.1	0.6	0.8	2.1
O=C(NNC(=S)Nc1ccc(Cl)cc1)c1ccccc1	2	0.1	19*	2	0.7	0	5.5	8.1	0.6	4.5*	6.2
COc1ccc2cc(N3CCCC3=O)ccc2c1	1	-0.8	0	0	0.3	3	1.0	4.9	0.6	1.6	2.4
CCOC(=O)C(Cc1ccccc1)NC(=O)CCc1c(C)nc2ncnn2c1C (stereo not given)	-3	-0.7	3	1	-0.5	3	5.7*	0.5	0.5	0.3	-1.1
COc1cc2c(c(OC)c1OC)-c1ccc(NC(=O)c3ccccc3)c(=O)cc1[C@@H](NC(C)=O)CC2	1	-1.4	-18	7	0.2	0	-3.7	-2.4	0.3	0.3	-0.5
Cc1cc(C)c2[nH]c(=O)c(CN(Cc3ccco3)C(=S)NCC3CCCO3)cc2c1 (stereo not given)	-2	-0.8	5	-8	-0.9	-7	-1.6	-0.1	0.4	0.0	1.2
S=C(c1ccc(-c2ccccc2Cl)o1)N1CCCCC1	-1	0.7	10	5	-0.1	10	2.7	12*	1.5	3.0	8.6*
CCc1cc(=O)oc2c3c(cc(OCC(=O)NCc4ccncc4)c12)OC(C)(C)CC3	2	-1.7	1	-5	6.2	-16	-2.0	-3.1	-1.4	-3.8	-0.9
COC(=O)c1ccccc1NC(=O)N1CCCC1	-2	-1.4	-2	4	1.2	5	2.2	-0.2	1.0	0.1	-3.0
C[C@@H]1CN([C@H](C)CO)C(=O)c2cc(Br)cnc2O[C@@H]1CN(C)C(=O)C1CCOCC1	1	-1.0	6	-4	0.0	2	0.2	-0.2	0.8	0.6	0.9
COCCCN1C(=O)C(O)=C(C(=O)c2ccco2)C1c1ccccc1 (stereo not given)	-1	-0.7	-5	10	0.5	2	0.2	-1.7	0.1	0.3	0.9
Cc1cc2c(c(=O)o1)[C@@]1(C(=O)N(C)c3cc(Br)ccc31)C1=C(CCCC1=O)O2	-7	-1.0	2	-4	0.5	-1	-0.7	-1.4	nt	-0.1	nt
Cc1ccc(C)c(NC(=O)CCc2nnc3ccc(N4CCCCC4)nn23)c1	-2	-0.9	1	-4	0.2	-5	-1.8	-1.3	0.0	-0.2	-0.1
Cc1nn(Cc2ccccc2Cl)c(C)c1NC(=O)c1noc2c1CCCCC2	-1	-2.6	-3	1	0.0	2	-4.0	-4.1	-1.6	-1.1	-1.9
COC(=O)c1ccc(OCCOCCOc2cccc3ccc(C)nc23)cc1	0	-1.1	-8	-4	1.8	-1	1.0	0.0	1.0	-0.6	1.5
O=C(NC1CCCc2ccccc21)c1ccc(CNc2c(N3CCOCC3)c(=O)c2=O)cc1 (stereo not given)	-2	-0.9	-5	1	-0.3	1	2.5	1.6	1.5	0.4	-1.6
CC(=O)Nn1cc2c(=O)n(C)c(=O)n(C)c2c1	2	-1.3	-2	0	0.4	3	-0.7	-0.8	-1.4	0.1	2.0
O=C(Cc1cccs1)NCc1cc(Cl)cc(Cl)c1	3	-0.2	0	1	-0.6	-2	-1.3	3.8	2.2	0.3	2.6
N/C(=N\OC(=O)c1cccnc1)c1ccccc1Cl	3	-1.2	-1	0	0.0	0	2.2	9.1	1.0	1.0	1.1
O=C(/C=C/c1cccs1)N1CCC2(CC1)Oc1ccc(Cl)cc1C(=O)C21CC(c2ccc(Cl)cc2)=NO1 (stereo not given)	-1	-1.4	0	-3	-0.2	-3	-0.7	0.7	0.2	0.1	-1.1
O=C(C1CC(=O)N(c2ccccc2)C1)N1CCN(C2=NS(=O)(=O)c3ccccc32)CC1 (stereo not given)	6	-1.3	2	1	0.4	3	-0.2	-2.3	2.5	-0.7	2.3
O=C(Cc1ccccc1)NNC(=O)c1ccccc1C(=O)O	-1	0.2	-2	0	0.2	6	-0.2	5.6	1.5	-0.3	1.3
CCn1c2ccccc2c2cc(NC(=O)COC(=O)c3ccc(O)cc3)ccc21	-2	0.6	-49	-4	-0.6	-6	1.1	-0.7	-0.3	0.2	1.1
CSc1ccc(NC(=O)C2(C)CCN2C(=O)C2(c3ccccc3)CC2)cc1 (stereo not given)	-8	-1.6	6	5	0.0	-2	-2.5	-5.0	nt	-1.6	0.4
Cc1ccc(CN2CCN(/N=C/c3cc(Br)cc(Br)c3O)CC2)cc1	1	-1.2	1	-4	-1.6	5	-0.4	1.1	-0.6	-1.1	-1.1
c1ccc(-n2ncc3c(NCc4cccs4)ncnc32)cc1	1	-0.7	-27	9	0.0	-2	0.9	8.2	1.3	1.3	4.5
CCN(CC)c1ccc(C(=O)N/N=C/c2ccccc2OC(F)F)cc1	-3	-1.6	15	14	-0.9	0	0.5	2.2	0.1	-0.3	-0.1
Cc1ccc(S(=O)(=O)Nc2c(NC3CCCCC3)c3ccccc3oc2=O)cc1	-2	-0.7	-22	-6	-1.0	-8	-1.2	-1.4	1.3	0.1	-1.3
O=C(Nc1ccccc1Cl)Nn1cnnc1	-1	-1.2	4	0	-0.1	5	1.1	-2.1	0.3	-0.4	1.1
CC1(C(=O)NCc2ccco2)CCN1C(=O)C1(c2ccccc2)CC1 (stereo not given)	-2	-1.5	-4	0	0.5	-9	-1.4	0.6	nt	-1.1	0.6
Cc1ccc(NC(=O)CSCC(=O)N2CCN(c3cccc(C(F)(F)F)c3)CC2)cc1	-1	-0.9	-9	-8	0.5	-4	0.8	-0.2	-0.3	1.9	-0.5
CCOc1cc(C2C(C(=O)OC)=C(C)N=C3SC(C)C(=O)N32)ccc1OC(C)=O (stereo not given)	1	-1.4	-23	-3	-0.2	1	-0.5	-0.7	0.3	0.2	-1.2
COC(=O)c1sccc1NC(=S)Nc1ccccc1	-3	-0.7	11	2	0.4	6	-1.3	-0.4	-0.8	0.6	1.0
O=C(/C=C/c1cccc([N+](=O)[O-])c1)Nc1ccccn1	2	-1.6	7	-1	-0.4	-9	2.4	-0.2	1.9	1.3	4.5
COc1ccc(S(=O)(=O)N2CCOCC2)cc1NC(=O)Cc1ccc(F)cc1	-1	-0.9	8	4	0.1	-2	-0.2	-1.8	-1.2	-0.7	-4.2
Cc1ccc(Sc2nc(-c3ccccc3)nnc2C(F)(F)F)cc1	-3	-1.1	4	3	-0.3	-6	0.9	-0.3	-0.3	-0.3	0.5
O=C(c1cccc(N2C(=O)C3C4C=CC(C4)C3C2=O)c1)N1CCCc2ccccc21 (stereo not given)	-1	-0.5	2	-2	0.2	6	0.4	0.4	0.4	-0.3	-0.9
CSc1nc(-c2ccccc2)nc(N2CCCC2)c1C(C)=O	3	-1.2	1	0	-0.5	-2	-1.5	2.7	0.9	-0.9	2.1
COc1ccc(Cc2nnc(NC(=O)c3ccc(OC)c(OC)c3)s2)cc1	-3	-0.1	7	-2	-0.1	3	-0.3	0.4	-0.1	-0.3	-0.1
Cc1ccc(Cn2c(N)nc3ccccc32)cc1	-3	-1.7	-1	2	-0.2	-7	-2.8	-4.9	-0.6	-0.9	0.8
